MPTP inh – mitochondrial permeability transition pore inhibitors, primary screen, biochemical, isolated mouse mitochondria, absorbance | AID 602449, 2012 | inhibition, % at 10 µM | actives 1.4% (n = 360,000) | Ca2+ swelling absorbance, 30 min;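 active means inhibition of 50% or more, scaled per plate between neutral and stimulator controls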;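 further: 0% = DMSO wells given calcium and 100% = 1 mM EGTA wells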
hIAP act – human IAP activators, primary screen, biochemical, luminescence, uHTS; Intestinal-type alkaline phosphatase (Homo sapiens), P09923; purified human IAP, CDP-Star luminescence, 30 min; hits give high values; 1 = vehicle-only enzyme, 0 = enzyme-free background; activation factor at 10 µM; actives 0.16% (n = 330,000); AID 2524, 2010;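 active means activation factor of the enzyme at least 2-fold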; further: the source names both 10 and 20 µM as test concentration; values of inactives mirror those of a sister screen read the other way
Target sequence (P09923 whole entry, looked up): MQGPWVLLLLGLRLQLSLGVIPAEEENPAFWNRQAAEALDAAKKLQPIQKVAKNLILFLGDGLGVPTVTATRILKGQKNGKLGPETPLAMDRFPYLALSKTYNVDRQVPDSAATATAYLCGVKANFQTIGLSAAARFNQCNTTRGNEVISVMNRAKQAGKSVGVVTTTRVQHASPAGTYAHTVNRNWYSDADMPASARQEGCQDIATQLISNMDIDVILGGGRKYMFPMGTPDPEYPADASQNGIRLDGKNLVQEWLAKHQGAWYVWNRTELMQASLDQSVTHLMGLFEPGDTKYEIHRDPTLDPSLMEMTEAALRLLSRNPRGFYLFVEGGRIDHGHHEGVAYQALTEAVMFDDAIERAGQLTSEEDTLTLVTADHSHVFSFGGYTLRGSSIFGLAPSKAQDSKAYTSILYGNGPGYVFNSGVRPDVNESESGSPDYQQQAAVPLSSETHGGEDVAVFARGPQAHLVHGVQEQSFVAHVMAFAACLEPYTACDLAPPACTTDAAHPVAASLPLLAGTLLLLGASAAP
APOBEC3A inh – APOBEC3A ssDNA deaminase inhibitors, primary screen, selectivity assay for APOBEC3G inhibitor project, biochemical, FAM/TAMRA oligo cleavage fluorescence | inhibition, % at 20 µM | AID 493011, 2011 | DNA dC->dU-editing enzyme APOBEC-3A (Homo sapiens), P31941 | recombinant A3A, FAM/TAMRA ssDNA deamination fluorescence | actives 0.41% (n = 330,000);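 active means at least 40% inhibition at 20 µM here, with at most 30% in a related deaminase screen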;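 further: plate controls were A3A with DMSO for no effect and wells lacking A3A enzyme for full effect; some results filed as inactive read as strong as hits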
mIAP inh – inhibitors of mouse IAP, primary screen, biochemical, luminescence, uHTS; intestinal alkaline phosphatase [Mus musculus]; purified mouse IAP, CDP-Star luminescence, 30 min; inhibition, % at 10 µM; actives 0.2% (n = 330,000); AID 2806, 2010;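 active means inhibition of at least 40% at 10 µM in the primary screen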;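 further: plate controls were DMSO with enzyme for no effect and no enzyme wells for full effect; values of inactives mirror those of a sister screen read the other way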
beta cell repl – inducers of MIN6 beta-cell proliferation, primary screen, ATP luminescence, uHTS. actives 0.29% (n = 330,000). AID 2380, 2010. MIN6 cells proliferation, ATPlite luminescence, 48 h; cells starved in 0.2% serum; 100% = growth in 10% serum. proliferation, % at 10 µM;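 active means compounds whose signal lies at least 3.5 SD above the mean of all wells on their plate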;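 further: 0% = DMSO-treated cells in low-serum medium and 100% = 10% serum control; some compounds called inactive have numbers as strong as hits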
ATG4B inhibitor – ATG4B protease inhibitors, primary screen, biochemical, fluorescence, uHTS; Cysteine protease ATG4B (Homo sapiens), Q9Y4P1; ATG4B cleavage of LC3-PLA2, NBD-HPC fluorescence, 1 h; inhibition, % at 8.33 µM; actives 0.51% (n = 340,000); AID 504462, 2011; in the data active means inhibition above about 40%
Target sequence (Q9Y4P1 whole entry, looked up): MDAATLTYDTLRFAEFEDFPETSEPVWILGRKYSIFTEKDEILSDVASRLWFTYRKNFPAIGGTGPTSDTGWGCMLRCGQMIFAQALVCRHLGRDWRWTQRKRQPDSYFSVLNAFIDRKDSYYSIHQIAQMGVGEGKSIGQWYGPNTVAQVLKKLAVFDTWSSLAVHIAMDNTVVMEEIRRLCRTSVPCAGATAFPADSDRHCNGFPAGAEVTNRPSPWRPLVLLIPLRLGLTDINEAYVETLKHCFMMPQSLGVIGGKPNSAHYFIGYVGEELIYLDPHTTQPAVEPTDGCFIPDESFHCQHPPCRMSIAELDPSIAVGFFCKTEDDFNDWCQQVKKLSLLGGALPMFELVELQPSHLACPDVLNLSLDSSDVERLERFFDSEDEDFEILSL
hIAP block – human IAP inhibitors, primary screen, biochemical, luminescence, uHTS. AID 2544, 2010. inhibition, % at 10 µM. actives 0.12% (n = 330,000). Intestinal-type alkaline phosphatase (Homo sapiens), P09923. purified IAP, CDP-Star luminescence, 30 min;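 active means inhibition reaching a set limit with compound at 10 µM in the primary screen, cut at about 35% in these data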;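 further: plate controls were DMSO wells with enzyme for no effect and no-enzyme buffer wells for full effect; values of inactives mirror those of a sister screen read the other way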
mIAP act – activators of mouse IAP, primary screen, biochemical, luminescence, uHTS; muIAP, CDP-Star luminescence, 30 min; hits give high values; 1 = vehicle-only enzyme signal, 0 = enzyme-free wells; intestinal alkaline phosphatase [Mus musculus]; AID 2805, 2010; actives 0.24% (n = 330,000); activation factor at 10 µM;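 active means activation factor of at least 2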; further: the source names both 10 and 20 µM as test concentration; values of inactives mirror those of a sister screen read the other way
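also added = chemiluminescent substrate CDP-Star | test system = mouse IAP enzyme | signal = chemiluminescence readout | compound = DMSO-dissolved test compounds | incubation = 30 min at room temperature | benchmarks = DMSO wells, no-enzyme wells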
A3G deaminase – APOBEC3G DNA deaminase inhibitors, primary screen, biochemical, fluorescence, single-stranded DNA substrate, uHTS. inhibition, % at 20 µM. recombinant A3G, ssDNA deamination FAM/TAMRA fluorescence. actives 0.28% (n = 330,000). DNA dC->dU-editing enzyme APOBEC-3G (Homo sapiens), Q9HC16;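 active means inhibition of at least 40% at 20 µM, with no more than 30% in the related APOBEC3A deaminase screen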;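 further: plate controls were DMSO wells with A3G for no effect and wells lacking A3G enzyme for full effect; some compounds called inactive have numbers as strong as hits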
* hit, by the source's call; x = no result given.

SMILES	MPTP inh	hIAP act	APOBEC3A inh	mIAP inh	beta cell repl	ATG4B inhibitor	hIAP block	mIAP act	A3G deaminase
CCc1ccc(NC(=O)c2noc3c2CCC3)cc1	1.4	0.85	25	11	-3	11	15	0.89	7
O=C(Nc1ccc2c(c1)nc1n2CCOC1)c1ccccc1	-0.3	0.93	-3	6	-3	-4	7	0.94	-2
O=C1NCC(COCc2ccco2)O1 (configuration not stated)	-0.6	0.94	-3	2	-2	2	6	0.98	-9
O=C(COc1ccc(N2C(=O)c3ccccc3C2=O)cc1)c1ccccc1	1.2	1	-5	1	-1	-8	-2	0.99	-8
Cc1ccc(C(=O)NNC(=O)CCC(=O)Nc2cccc(Cl)c2C)cc1	-0.9	1.3	-2	26	-1	11	-29	0.74	-8
COc1ccc(CNCCS(=O)(=O)NC2CCCC2)cc1	-1.1	x	2	-3	x	x	x	1	3
O=C(c1ccc(NS(=O)(=O)/C=C/c2ccccc2)cc1)N1CCCCC1	12	0.99	3	-8	-4	-7	1	1.1	2
CCCCCC(=O)NNC1CC(=O)N(c2ccccc2)C1=O (configuration not stated)	1.8	0.99	-4	11	-1	4	1	0.89	-2
Cn1nnc(C(O)CNCc2ccc(Cl)cc2)n1 (configuration not stated)	-0.3	1.1	-6	-12	-2	4	-5	1.1	-1
COCc1ccc(C(=O)N2CCCC(CCC(=O)NCc3ccccc3F)C2)o1 (configuration not stated)	-0.7	1.3	2	-11	-2	1	-26	1.1	-2
O=C(c1ccco1)N(CCC(c1ccccc1)c1ccco1)Cc1ccco1 (configuration not stated)	3.6	0.85	11	18	4	25	15	0.82	3
CN(Cc1ccccc1)c1ccc2nnc(-c3ccccc3)n2n1	-1.1	0.94	-1	8	-3	-16	6	0.93	-8
CC(=Nc1ccc(Br)cc1)c1sc2ccccc2c1O	2.5	0.98	1	5	-4	-5	2	0.95	3
O=C(NCc1ccco1)C1CCCN(S(=O)(=O)c2cccc3nonc23)C1 (configuration not stated)	x	1.1	3	3	-2	-3	-9	0.97	0
COc1ccc2cnnc(SCC(=O)Nc3ccc(C(=O)O)cc3)c2c1OC	0.2	1	-1	30	0	15	-2	0.7	-7
CCOc1ccc(NC2c3ccccc3C(=O)N2Cc2ccc3c(c2)OCO3)cc1 (configuration not stated)	0.5	0.97	2	-2	-2	6	3	1	3
C#CCOCCOCCOCCNc1nc(N2CCN(C(=O)Cn3cc(CC(C)O)nn3)CC2)nc(N2CCN(C(=O)[C@H](C)n3cc(CCCN=C(N)N)nn3)CC2)n1 (some centres not stated)	x	1.1	2	-5	-5	-1	-10	1.1	-4
COc1cc(OC)c(NC(=O)N2CCOCC2)cc1Cl	0.4	1	-6	10	2	0	-4	0.9	-6
CC(Sc1ccccc1)C(=O)NCCc1ccccc1 (configuration not stated)	0.3	1.2	-4	-2	2	0	-22	1	-13
O=C(O)CSc1nnc(-c2ccc(S(=O)(=O)N3CCCC3)cc2)n1Cc1ccco1	-0.3	1	2	10	0	-2	0	0.9	-5
Cc1cccc(-n2c(C)cc(/C=C3/C(=N)N4C(c5ccccc5)=CSC4=NC3=O)c2C)c1	-1.3	0.93	-2	12	-5	-6	7	0.88	-11
Cc1nc(C)c(-c2ccc(SCc3ccccc3C)nn2)s1	1.2	1.1	-6	3	-1	6	-12	0.97	-8
CCOC(=O)CSc1nnc(-c2c[nH]c3ccccc23)o1	1.1	0.74	1	7	-4	-12	26	0.93	12
Cc1occc1C(=O)N1CCCC(Nc2ccc(F)cc2)C1 (configuration not stated)	2.2	0.92	-3	2	3	0	8	0.98	-8
CCC1CCCCN1C(=O)COC(=O)c1n[nH]c2ccccc12 (configuration not stated)	3.5	1.4	1	-3	-3	-14	-36	1	-4
O=C(CC1SC(=NC2CCCCC2)NC1=O)Nc1ccccc1 (configuration not stated)	-0.9	0.93	-3	-2	-1	-7	7	1	-4
O=C1C2C3C=CC(C4CC34)C2C(=O)N1CCCCN1CCN(c2ccc(F)cc2)CC1 (configuration not stated)	1.1	1	-3	-11	-1	6	-2	1.1	-2
CCOC(=O)c1c(N2C(=O)C3CC(C)=C(C)CC3C2=O)sc(C)c1C (configuration not stated)	-1.4	1	-8	-18	-3	2	0	1.2	0
CN(C(=S)NC(=O)c1ccccc1)C1CCCCC1	-0.2	0.75	0	0	5	1	25	1	-6
Cc1ccccc1OCC(=O)NCCCNC(=O)c1ccco1	-1.4	0.93	-3	-1	-1	-10	7	1	-8

Another view of part of the listing above:
> O=C(CC1SC(=NC2CCCCC2)NC1=O)Nc1ccccc1 (configuration not stated)
  MPTP inh = -0.9
  hIAP act = 0.93
  APOBEC3A inh = -3
  mIAP inh = -2
  beta cell repl = -1
  ATG4B inhibitor = -7
  hIAP block = 7
  mIAP act = 1
  A3G deaminase = -4
> CN(C(=S)NC(=O)c1ccccc1)C1CCCCC1
  MPTP inh = -0.2
  hIAP act = 0.75
  APOBEC3A inh = 0
  mIAP inh = 0
  beta cell repl = 5
  ATG4B inhibitor = 1
  hIAP block = 25
  mIAP act = 1
  A3G deaminase = -6
> CCC1CCCCN1C(=O)COC(=O)c1n[nH]c2ccccc12 (configuration not stated)
  MPTP inh = 3.5
  hIAP act = 1.4
  APOBEC3A inh = 1
  mIAP inh = -3
  beta cell repl = -3
  ATG4B inhibitor = -14
  hIAP block = -36
  mIAP act = 1
  A3G deaminase = -4

The listing continues:
SMILES	MPTP inh	hIAP act	APOBEC3A inh	mIAP inh	beta cell repl	ATG4B inhibitor	hIAP block	mIAP act	A3G deaminase
O=C(CCC(=O)Nc1ccc(F)cc1)N/N=C/c1c[nH]c2ccccc12	1.1	0.83	0	-2	1	-7	16	1	0
O=C(NN1CCOCC1)c1ccc(Cl)cc1	-2.2	0.94	1	9	0	-5	6	0.91	-6
Cc1cccc(NC(=O)Cc2noc3ccccc23)c1	2.6	0.92	0	-4	-3	-11	8	1	-8
COc1ccc(C(Nc2cc(C)ccn2)c2ccc3ccc(C)nc3c2O)cc1 (configuration not stated)	3.7	1.3	-4	-23	-6	3	-30	1.2	-4
C=CCC(CC=C)(C(=O)O)c1ccccc1	1.4	1.1	1	-4	1	-4	-7	1	-3
CC1CCN(S(=O)(=O)CCNC(=O)c2ccc3c(c2)OCO3)CC1	-0.3	1	21	1	-2	1	-3	0.99	-9
O=C(CSCc1ccc(Cl)cc1)Nc1ccc(-c2nnc(-c3ccccc3)o2)cc1	-24	1.1	1	6	-3	-4	-14	0.94	-1
Cc1nc(=O)c(-c2ccccc2)c(C)n1-c1ccccc1	-0.2	1.1	-4	2	-3	3	-8	0.98	-6
O=C(N/N=C/c1ccc(N2CCOCC2)c([N+](=O)[O-])c1)c1ccc(F)cc1	1.5	0.85	-2	8	1	-12	15	0.92	-4
CCCNC(=O)C1CCN(S(=O)(=O)c2ccc3[nH]c(=O)ccc3c2)CC1	1.4	0.95	-5	1	-3	-2	5	0.99	-9
O=C(COC(=O)c1ccc(F)cc1F)NC(=O)Nc1ccc2c(c1)OCCO2	-0.5	1.4	1	-12	-3	-3	-41	1.1	-5
COc1ccc(N2C(=O)C3CCCN3C2c2ccccc2Cl)cc1 (configuration not stated)	-3.2	1.1	-1	4	-3	-3	-6	0.96	-4
Cn1c(=O)cc(N2CCOCC2)[nH]c1=O	-3.9	0.95	-5	-2	0	-3	5	1	-4
CCOC(=O)C1CCN(C(=O)COc2ccc(S(=O)(=O)NC(C)C)cc2)CC1	-0.9	1.1	2	-5	-2	3	-13	1.1	-3
COc1c(Br)cc(Br)cc1/C=N/NC(=O)c1ccncc1	-3.8	1.1	-3	-11	-1	-13	-5	1.1	-2
COC(=O)c1c(-c2ccccc2)csc1NC(=O)c1c(-c2ccccc2)noc1C	2.9	0.93	2	3	-4	11	8	0.97	-4
Cc1ccc(-n2c(SCC(=O)OC(C)C)nnc2-c2ccco2)cc1	-0.7	1.1	-4	1	-3	-4	-8	0.99	-5
CCOC(=O)C1=C(N)Oc2ccc3ccccc3c2C1c1ccc(O)c(OC)c1 (configuration not stated)	-0.9	0.99	4	-9	-5	-14	1	1.1	-5
Cc1ccc(CNC(=O)CCc2nnc(Cc3ccc(-c4ccccc4)cc3)o2)o1	-1.6	1.1	-3	2	-3	2	-9	0.98	-5
COc1ccc(-c2nc(SCC(=O)Nc3nccs3)c(-c3ccc(Cl)cc3)[nH]2)cc1	0.7	1.1	-7	-5	-6	11	-8	1.1	-12
Cc1ccc(COc2ccc(C(=O)NN)cc2)cc1	-1.0	1	-5	-8	-2	2	0	1.1	-19
Cc1ccc(C)c(Oc2cc(F)nc(N)n2)c1	-0.7	0.95	-1	0	-3	12	5	1	-6
O=C(Nc1nc(-c2cccs2)c(-c2ccccc2)s1)c1ccco1	6.9	0.94	2	-6	-6	33	6	1.1	-5
CCOc1cccc(OCCCCN2CCOCC2)c1	1.2	1.1	3	-4	-1	6	-14	1	2
O=C(Nc1cc(-c2nc3ncccc3o2)ccc1Cl)c1ccc([N+](=O)[O-])o1	0.2	0.99	3	5	1	-5	1	0.95	-3
Cc1cc(C(=O)N2CCN(S(C)(=O)=O)CC2)sc1-c1ccccc1	-0.6	0.99	-1	4	1	1	0	0.96	-4
Cc1cc(N/C(=N\S(=O)(=O)c2ccc(Cl)cc2)c2ccc(F)cc2)no1	-0.8	0.93	-2	0	-4	-3	7	1	-9
O=C(NCC(c1cccnc1)N1CCN(c2ccccc2)CC1)OCc1ccccc1 (configuration not stated)	-1.2	0.95	-2	1	0	-6	5	0.99	-2
COc1ccc(CC(=O)NCc2ccccn2)cc1OC	-5.5	1.1	0	5	-2	-6	-6	0.95	-4
O=C(COc1ccc2c3c(c(=O)oc2c1)CCCC3)N1CCN(c2ccc(F)cc2)CC1	0.3	1	-1	3	-3	-8	-5	0.97	2
Cc1ccnc(SCC(N)=O)n1	-0.5	0.9	4	6	0	-11	10	0.94	-7
O=C(NCCc1cccs1)C(c1ccccc1)c1ccccc1	2.7	1.2	-1	-4	-3	-1	-16	1	4
CCOC(=O)C1CCN(Cc2cccc(Oc3ccc(Cl)cc3)c2)CC1	-1.0	1.2	-6	0	-3	13	-19	1	-6
Cc1ccc(S(=O)(=O)N(CC(=O)NCc2ccncc2)C2CCCCC2)cc1	-3.5	1	1	1	-2	-4	-2	0.99	0
Cc1cccc(OCCCC(=O)NNC(=O)CCN2CCN(c3ccccc3)CC2)c1	0.5	1.3	2	4	1	1	-27	0.96	-10
OC(c1ccccc1)(c1ccccc1)C1CCN(C(=S)Nc2ccc(F)cc2)CC1	1.4	1	3	-5	-4	3	-4	1.1	-5
Cc1[nH]n(C(N)=S)c(=O)c1N=Nc1ccc(Cl)cc1Cl	12	1.3	-5	14	0	6	-28	0.85	-10
Cc1cccc(CSc2ccc(-c3cccs3)nn2)c1	1.8	0.85	-2	2	0	17	15	0.98	-1
